# Assay outcomes (PubChem)
# Pin1 inh = qHTS Assay to Find Inhibitors of Pin1; Pin1 FP peptide displacement, HiFluor488, 10 min; Potency, µM (titrated, usually from 115 µM), for the others: at the highest dose activity, negative = inhibition, usual class: inhibitors; 0.009% of 390,000 active; AID 504891, 2011; active means well fitted inhibition curve with a large enough effect in the polarisation, with a control signal flat, not every such curve was filed as active; inconclusive means small, poorly fitted or top-dose-only effect, or effect the other way, or a change in a side signal; inactive means no such curve, though single readings can be large or run the other way; the % refers to the polarisation; further: on the % scale 0 is the no-effect control and ±100 the full control effect
# ALOX12 inh = Primary qHTS assay for inhibitors of human arachidonate 12S-lipoxygenase (ALOX12): Round 2. purified 12hLO, xylenol orange hydroperoxide absorbance. Potency, µM (titrated, usually from 108 µM), for inactives: top-dose activity change, negative = inhibition, actives largely listed as inhibitors. 1.1% of 580,000 active; further: on the % scale 0 is the no-effect control and ±100 the full control effect
#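 Purified human 12hLO at 150 nM in 25 mM Hepes, 0.01% Triton X-100, pH 7.0, preincubated 15 min at room temperature with compound. Reaction started with 40 uM arachidonic acid, 30 min at room temperature. Hydroperoxide measured by Fe-xylenol orange, 573/405 nm absorbance ratio.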
# JMJD2A Tudor inh = qHTS Assay for Inhibitors of JMJD2A-Tudor Domain; 4.4% of 390,000 active; AID 504339, 2011; Potency, µM (highest dose often 114 µM), for inactives: at the highest dose activity change, negative = inhibition, most hits filed as inhibitors; AlphaScreen JMJD2A-Tudor / H3K4me3 peptide binding; Lysine-specific demethylase 4A (Homo sapiens), O75164; further: on the % scale 0 is the no-effect control and ±100 the full control effect; nearly all actives have a fitted effect of over 50% in size
# Target sequence (O75164 whole entry, looked up, the tested form may be a part): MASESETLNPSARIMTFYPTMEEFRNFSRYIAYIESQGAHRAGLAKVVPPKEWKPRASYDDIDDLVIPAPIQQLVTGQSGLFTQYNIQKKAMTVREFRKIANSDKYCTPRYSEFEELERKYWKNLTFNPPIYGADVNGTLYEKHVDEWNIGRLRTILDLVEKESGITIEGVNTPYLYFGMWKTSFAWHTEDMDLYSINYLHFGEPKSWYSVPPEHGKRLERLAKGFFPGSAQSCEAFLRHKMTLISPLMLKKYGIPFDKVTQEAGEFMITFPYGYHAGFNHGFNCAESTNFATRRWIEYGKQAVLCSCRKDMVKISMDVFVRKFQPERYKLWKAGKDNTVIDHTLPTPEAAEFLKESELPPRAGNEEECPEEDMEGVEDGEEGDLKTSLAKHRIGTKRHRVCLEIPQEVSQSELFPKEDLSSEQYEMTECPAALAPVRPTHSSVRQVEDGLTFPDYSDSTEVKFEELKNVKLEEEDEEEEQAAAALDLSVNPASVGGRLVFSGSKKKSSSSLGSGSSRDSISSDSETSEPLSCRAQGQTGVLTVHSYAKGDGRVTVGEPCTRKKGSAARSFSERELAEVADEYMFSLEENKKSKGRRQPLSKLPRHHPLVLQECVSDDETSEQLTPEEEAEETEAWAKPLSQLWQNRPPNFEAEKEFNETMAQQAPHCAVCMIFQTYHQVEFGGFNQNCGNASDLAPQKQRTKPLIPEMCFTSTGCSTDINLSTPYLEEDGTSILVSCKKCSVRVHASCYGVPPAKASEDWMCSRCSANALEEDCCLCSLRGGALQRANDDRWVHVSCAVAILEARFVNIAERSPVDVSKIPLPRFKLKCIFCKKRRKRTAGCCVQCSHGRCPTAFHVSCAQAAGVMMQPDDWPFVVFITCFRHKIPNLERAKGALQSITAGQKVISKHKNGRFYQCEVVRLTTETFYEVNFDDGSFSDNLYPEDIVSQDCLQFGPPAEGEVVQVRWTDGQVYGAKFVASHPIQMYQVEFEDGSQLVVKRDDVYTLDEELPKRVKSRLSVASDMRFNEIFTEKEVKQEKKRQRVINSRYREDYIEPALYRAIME
# RGS4 inhibitor = Inhibitors of Regulator of G Protein Signaling (RGS) 4: qHTS. Regulator of G-protein signaling 4 (Homo sapiens), P49798. Transcreener GDP fluorescence polarization, RGS4-accelerated GTP hydrolysis. Potency, µM (series often up to 114 µM), for inactives: top-dose activity change, negative = inhibition, hits mostly inhibitors. 0.039% of 390,000 active. AID 504845, 2011; further: on the % scale 0 is the no-effect control and ±100 the full control effect; nearly all actives have a fitted effect of over 75% in size; some results filed as inactive show a strong effect at the top dose
#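 MLSMR compounds (23 nl, pin-transferred) preincubated 10 min at room temperature with a 500nM (2x) first reagent, then RGS4 at 900nM (2x) plus Transcreener GDP mix added; fluorescence polarization (620/688 nm) read before and after 90 min at 30 °C.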
# ERG Ets-DNA blk = qHTS for Small Molecule Inhibitors of the ERG Ets/DNA interaction; AID 624246, 2012; fluorescence polarization, His-ERG Ets domain / labelled DNA; Potency, µM (highest dose often 76.9 µM), without a hit: at the top dose FP activity, negative = inhibition, hits mostly inhibitors; 0.028% of 370,000 active; active means well fitted inhibition curve with a large enough effect in the polarisation, with a control signal flat; inconclusive means small, poorly fitted or top-dose-only effect, or effect the other way, or a change in a side signal; inactive means no such curve, though single readings can be large or run the other way; the % refers to the polarisation;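 further: polarization taken with two DNA probes labelled with fluorescein and Texas red; % of control where 0% means no effect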
#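 His-tagged ERG Ets domain (1 uM in the protein solution; 300mM KCl, 50mM Tris-HCl, 1mM EDTA, 1mM DTT, pH 7.5) received compound, then a probe mix of 5 nM fluorescein-DNA and 100nM Texas-615-DNA. Fluorescence polarization was read for both dyes.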
# GLS inh = qHTS for Inhibitors of Glutaminase (GLS). GLS enzymatic activity, qHTS titration. Potency, µM (doses to about 45.5 µM), inactives show top-dose activity change, negative = inhibition, hits mostly inhibitors. 0.21% of 410,000 active. AID 624170, 2012; further: on the % scale 0 is the no-effect control and ±100 the full control effect
#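 Two-point fluorescence kinetic (t0, 30 min RT) for hKGA; glutamate detected via glutamate oxidase–HRP–Amplex Red. Substrate: 1 mM L-glutamine solution; buffer 45 mM KH2PO4, pH 8.2.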
# rTrxR1 inhibitor = qHTS Assay for Inhibitors of Mammalian Selenoprotein Thioredoxin Reductase 1 (TrxR1): qHTS; Thioredoxin reductase 1, cytoplasmic (Rattus norvegicus), O89049; recombinant rTrxR1, NADPH fluorescence consumption, selenite substrate; Potency, µM (titrated, usually from 114 µM), without a hit: at the top dose activity change, negative = inhibition, most hits filed as inhibitors; 1% of 390,000 active; further: on the % scale 0 is the no-effect control and ±100 the full control effect; nearly all actives have a fitted effect of over 65% in size
#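 Rat TrxR1 (90 nM in the dispensed reagent) was pre-reduced with 400 uM NADPH for 5 min at room temperature, then incubated with compound for 15 min. After 400 uM selenite was added, NADPH fluorescence (Ex 340/Em 450 nm) was followed for 8 min.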
# HP1b chromo inh = HTS for Inhibitors of HP1-beta Chromodomain Interactions with Methylated Histone Tails. AlphaScreen HP1-beta / biotin-H3K9me3 peptide binding. 0.56% of 390,000 active. Potency, µM (doses to about 114 µM), inactives show top-dose activity change, negative = inhibition, most hits filed as inhibitors; further: nearly all actives have a fitted effect of over 70% in size; inactives centre near 23
#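 Compound inhibition of the preformed complex between 50 nM HP1-beta and 50 nM biotinylated H3K9me3 peptide was read by AlphaScreen. Buffer was PBS pH 7.4 with 0.01% Tween-20. Incubations ran 30 min at room temperature, with 10 ug/mL donor/acceptor beads.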
# PGK inhibitor = qHTS Assay to Find Inhibitors of Phosphoglycerate Kinase; PGK/GAPDH coupled, Kinase-Glo luminescence, 60 min; 0.043% of 380,000 active; Potency, µM (series often up to 57.5 µM), for the others: at the highest dose activity change, negative = inhibition, hits mostly inhibitors; Phosphoglycerate kinase, glycosomal (Trypanosoma brucei brucei), P07378; further: on the % scale 0 is the no-effect control and ±100 the full control effect; nearly all actives have a fitted effect of over 60% in size
#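 Recombinant glycosomal PGK reaction used 1,3-bisphosphoglycerate generated in-well by GAPDH (100nM final) in 100mM TEA pH 7.6, 5mM MgCl2, 0.01% Tween-20. After 60 minutes at room temperature, ATP was read by Kinase-Glo Plus luminescence end-point.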
# Starred values were filed as active, the others as inactive; i = inactive; ? = inconclusive; · = no result given; & = joins results of further samples; [ ] = remark or other dose. Unless noted, the call rests on the fitted dose curve; in most records, active means well fitted curve in the direction sought with a large enough effect; inconclusive means small, poorly fitted or top-dose-only effect, or another doubt; inactive means no such curve, though single readings can be large; an effect the other way counts as inactive or inconclusive. Potency means the concentration at half of the fitted maximal effect. A portion of the library. The share of hits here may be higher or lower than overall.
SMILES,Pin1 inh,ALOX12 inh,JMJD2A Tudor inh,RGS4 inhibitor,ERG Ets-DNA blk,GLS inh,rTrxR1 inhibitor,HP1b chromo inh,PGK inhibitor
CCCCCCSc1cc(-c2nc3cnccn3c2NCc2ccccc2)ccc1OC,30%,·,-24%,-25%,-6%,19%,?,124%[activator],-2%
O=C(c1cccc(Cl)c1)N1CCC(=O)N(C(COCc2ccccc2)Cc2ccccc2)CC1 (configuration not stated),1%,-4%,-25%,12%,5%,-4%,15%,17%,i
COC(=O)c1ccc(/C=C(/NC(=O)c2ccccc2)C(=O)N2CCOCC2)cc1,-3%,-21%,-10%,0%,6%,-2%,13%,34%,-4%
CCOc1ccc(C(=O)Nc2ccc(S(=O)(=O)Nc3cc(C)on3)cc2)cc1,-4%,2%,-15%,-21%,14%,-18%,20%[0.0914 µM],15%,4%
Cc1ccc(NC(=O)CSc2nc(=O)n3cc(C)ccc3n2)c(C)c1,-4%,13%,-4%,-6%,16%,0%,-7%,25%,2%
O=c1[nH]c(SCc2ccc(F)cc2Cl)nc2ccccc12,?,-1%,-14%,-7%,-2%,8%,23%,29%,-3%
Cc1ccc(NC(=O)C(=O)NCCCN2CCCC2=O)cc1,4%,-9%,-7%,-2%,8%,4%,-1%,20%,-3%
CCOc1ccc(N2C(=O)CC(N3CCC(O)(c4ccc(Br)cc4)CC3)C2=O)cc1 (configuration not stated),1%,4%,-4%,35%,-1%,1%,-4%[57.1 µM],38%,4%
CCc1nc(NCCO)c(C#N)c2c1CSC(C)(C)C2,1%,119%[activator],-9%,-23%,-3%,-2%,-8%,64%[activator],-5%
CC1(C)CC(=O)C2=C(C1)N(c1ccc(F)cc1)C(=O)CC2c1ccsc1 (configuration not stated),2%,-13%,-5%,29%,-1%,-2%,16%,29%,-10%
CCOC(=O)C1=C(Cc2ccc(Cl)cc2)C(=O)c2ccccc2C1=O,-24%,·,35µM*,?,13%,13%,10µM*,20µM*,4%
O=c1cc(-c2ccccc2)c2c(O)cc(O)cc2o1,-2%,0%,-10%,-9%,5%,14%,-9%,24%,-2%

# Pulled by compound from above, 4 records:
SMILES,Pin1 inh,ALOX12 inh,JMJD2A Tudor inh,RGS4 inhibitor,ERG Ets-DNA blk,GLS inh,rTrxR1 inhibitor,HP1b chromo inh,PGK inhibitor
CCOc1ccc(N2C(=O)CC(N3CCC(O)(c4ccc(Br)cc4)CC3)C2=O)cc1 (configuration not stated),1%,4%,-4%,35%,-1%,1%,-4%[57.1 µM],38%,4%
Cc1ccc(NC(=O)CSc2nc(=O)n3cc(C)ccc3n2)c(C)c1,-4%,13%,-4%,-6%,16%,0%,-7%,25%,2%
CCOc1ccc(C(=O)Nc2ccc(S(=O)(=O)Nc3cc(C)on3)cc2)cc1,-4%,2%,-15%,-21%,14%,-18%,20%[0.0914 µM],15%,4%
CCCCCCSc1cc(-c2nc3cnccn3c2NCc2ccccc2)ccc1OC,30%,·,-24%,-25%,-6%,19%,?,124%[activator],-2%

# (listing goes on)
SMILES,Pin1 inh,ALOX12 inh,JMJD2A Tudor inh,RGS4 inhibitor,ERG Ets-DNA blk,GLS inh,rTrxR1 inhibitor,HP1b chromo inh,PGK inhibitor
COc1ccc2c(c1)NC(C)(C)C=C2C,2%,?,63µM*,?,-23%,?,-37%,45µM*,i
C=CCNC(=O)/C(C#N)=C/c1ccc(C(=O)O)cc1,-2%,-8%,-6%,7%,4%,-14%,2%,50%[activator],-1%
CCc1cc(-c2n[nH]c(=S)n2N)n(C)n1,1%,?,8.9µM*,-37%,1%,-1%,-14%,?,i
COc1ccc(CCNC(=O)CCc2c(C)nc3c(c(C)nn3-c3ccc(C)cc3)c2C)c(OC)c1,1%,-8%,-15%,14%,-9%,-7%,3%,27%,7%
N[C@H]1CONC1=O,-2%,·,-20%,8%[56.9 µM],1%,5%,11%[57.1 µM],30%[activator],0%
Cc1ccc(S(=O)(=O)CCC(=O)OCC(=O)NC(C)c2ccccc2)cc1 (configuration not stated),4%,185%[activator],-11%,15%,0%,-3%,4%,38%[activator],-2%
CCOC(=O)/C(C#N)=N/Nc1ccc(S(=O)(=O)N2CCc3ccccc32)cc1,5%,?,?,-6%,0%,6%,2%,?,-5%
Cc1ccc(NC(=O)COC(=O)COc2ccc3ccc(=O)oc3c2)cc1[N+](=O)[O-],2%,387%[activator],-7%,-9%,·,5%,5%,20%,2%
O=C(OC(c1ccccc1)c1nccc2ccccc12)c1ccccc1 (configuration not stated),2%,1%,6%,30%,42%[activator],-3%,1%,44%[activator],6%
COC(=O)c1ccc2nc3c(cc2c1)[C@@H]1CCN2C(=O)CCC[C@H](C3)[C@H]12,-4%,-1%,1%,-2%,15%,0%,19%&16%,34%,-2%
CCC1SC(CC)C(=O)N(CC(=O)NCCc2ccccc2)C1=O (configuration not stated),-2%,-2%,-14%,14%,-18%,7%,-10%,13%,-4%
Cc1onc(-c2c(Cl)cccc2Cl)c1C(=O)NC1C(=O)N2C1SC(C)(C)C2C(=O)O (configuration not stated),3%,-25%,-19%,0%,-6%,13µM*,-7%[57.1 µM],?,-11%
Cc1ccc(NC(=O)CSc2nccn2Cc2ccc3c(c2)OCO3)c(C)c1,-5%,-17%,?,-33%,2%,0%,14%[57.1 µM],8%[57 µM],i
CCS(=O)(=O)c1ccc2oc(=O)c(/C=C(\O)c3ccc(Cl)cc3)nc2c1,-16%,?,-18%,-16%,-6%,?,-56%,24%,-1%
COCCn1ccc(O)c(Cc2ccccc2)c1=O,-1%,-29%,-8%,-22%,4%,1%,13%,34%,-7%
COc1ccc(NC(=O)Cn2cc(C#N)c3ccccc32)cc1,4%,-3%,-23%,-28%,-3%,1%,13%[57.1 µM],-17%,-2%
Cc1cc(C(=O)N2CCN(Cc3ccc4c(c3)OCO4)CC2)on1,2%,17%,-12%,-6%,5%,-4%,16%,30%,-3%
COc1ccc(NC(=O)/C=C/c2ccccc2[N+](=O)[O-])c(OC)c1,-4%,14%,-23%,-1%,31%[activator],-1%,-11%,?,i
CCCCc1ccc(C(=O)NC(C(=O)O)C(C)C)cc1 (configuration not stated),-6%,-8%,-11%,27%,10%,5%,19%,26%,-10%
CC(Sc1ncnc2sccc12)C(=O)Nc1ccc(C(N)=O)cc1 (configuration not stated),34%[activator],40%[activator],-2%,-8%,-2%,-19%,18%,44%[activator],-8%
CCOCCCn1c(SCC(=O)Nc2ccc(NC(C)=O)cc2)nc2ccccc2c1=O,0%,5%,-17%,-12%,-10%,-14%,-7%,34%,i
Cc1ccc(C)c(C(C)NC(=S)NC2CCCCC2)c1 (configuration not stated),-8%,45µM*,-8%,-8%,-6%,-9%,7%,43%[activator],-10%
CCOC(=O)c1ccccc1NS(=O)(=O)c1ccccc1F,-2%,10%,39%[activator],6%,1%,0%,-4%,57%[activator],-1%
O=C(CCCCCNC(=O)N1CCn2c1nc1ccccc12)N[C@@H](C(=O)O)c1ccccc1,-7%,?,-31%,-17%,-3%,2%,-5%,42%[activator],-6%
O=C(Nc1cccc(-c2nn[nH]n2)c1)c1csc2c1CCCC2,-3%,·,-13%,10%,8%,4%,5%,9%,-4%
O=C(O)c1cccc(CSc2nnc(Cc3ccccc3)o2)c1,-1%,-3%,-7%,-19%,-1%,2%,10%,70%[activator],-7%
C=CCOc1ccc2ccccc2c1CNn1c(C)n[nH]c1=S,2%,-20%,?,-6%,2%,5%,15%,27%,i
COc1ccc(OC)c(-n2nnnc2SCC(=O)O)c1,-1%,-30%,-8%,-4%,0%,4%,10%[57.1 µM],19%,-5%
Cc1ccccc1C(=O)c1cccn1CC(=O)NCc1ccccc1,2%&-4%,-6%&-6%,-4%&-14%,-14%&-17%,13%&2%,-10%&7%,12%&4%,22%&46%,i
CC#CC(=O)N1CCC(CCc2ccccc2)(C(=O)OCC)CC1,-6%,3%,-13%,14%,-3%,-1%,17%,31%,3%
COC(=O)c1c(C)cc(OC(C)=O)c(C)c1OC(C)=O,-4%,2%,-6%,-20%,-4%,7%,12%,23%,-7%
CCCCCn1c(-c2ccc(OC)c(OC)c2)nc2ccccc21,6%,-15%,-7%,-17%,8%,-2%,16%,79%[activator],-10%
O=C(COc1ccc(N2C(=O)c3ccccc3C2=O)cc1)c1ccccc1,-3%,-7%,-8%,34%,-1%,3%,9%,28%,-9%
NS(=O)(=O)c1cccc(NC(=O)c2cccs2)c1,0%,-1%,-24%[11.4 µM],-15%[11.4 µM],6%,-20%,12%,-10%,2%
COc1ccc(NC(=O)COC(=O)Cn2nnc3ccccc32)cc1,-3%,6%,-10%,16%,-6%,3%,-1%,37%,4%
Cc1ccc(/C=N/NC(=O)CNC(=O)c2cccc([N+](=O)[O-])c2C)o1,-1%,-2%,-7%,3%,13%,2%,-1%,46%[activator],0%
O=C(Nc1ccc(Cl)cc1)Nc1ccc(Cl)c(Cl)c1,-1%,0%,-8%,-2%,23%,3%&10%,23%&18%,19%,-13%
O=C(Nc1cc(Cl)ccc1Cl)c1noc2c1CCCC2,-12%,2%,-3%,4%,10%,-3%,23%,55%[activator],-3%
